Statin myotox sup = suppressors of simvastatin-induced myotoxicity in C2C12 myotubes. ATP luminescence, 48 h; scaled: DMSO 0, geranylgeraniol control 100. rescue of ATP level, % at 7.49 µM. actives 0.78% (n = 330,000). AID 602340;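 active = mean ATP rescue above about 67%, or every replicate alone reaching that limit, limit read from the data, passing the limit was not always enough; inconclusive = no clear call, values can overlap the other calls; inactive = mean under the limit and some replicate under it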;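 note: myotubes were challenged with 10 µM simvastatin during compound exposure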
DENV2 CPE rescue = protects cells from dengue virus 2 cytopathic effect; CPE inhibition, % at 9.99 µM; actives 1.7% (n = 350,000); AID 651640; DENV2-infected cells, cytopathic effect rescue, plate reader; in the data active = CPE inhibition above about 20%, passing the limit was not always enough; inconclusive = no clear call, values can overlap the other calls; tested in BHK-21 cells;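 note: 0% = median of neutral control wells and 100% = median of positive control wells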
E-sel inducer = induces E-selectin expression in human endothelial cells; activation, % at 7.58 µM; HUVEC E-selectin immunofluorescence imaging; normalized: neutral wells 0, TNF-alpha wells 100; actives 0.37% (n = 260,000); P16581;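 active = mean E-selectin-positive cell signal at least 10% of the positive control, reached in at least 60% of replicates, without over 20% cell loss; inconclusive = no rule given, readout overlaps actives, possibly toxicity-flagged; inactive = the rest, including those meeting only one limit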;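 note: in these data hits start at about 27%; measured in HUVEC primary endothelial cells; signal is the percent of cells scored E-selectin positive by PE staining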
Target sequence (P16581 whole entry, looked up): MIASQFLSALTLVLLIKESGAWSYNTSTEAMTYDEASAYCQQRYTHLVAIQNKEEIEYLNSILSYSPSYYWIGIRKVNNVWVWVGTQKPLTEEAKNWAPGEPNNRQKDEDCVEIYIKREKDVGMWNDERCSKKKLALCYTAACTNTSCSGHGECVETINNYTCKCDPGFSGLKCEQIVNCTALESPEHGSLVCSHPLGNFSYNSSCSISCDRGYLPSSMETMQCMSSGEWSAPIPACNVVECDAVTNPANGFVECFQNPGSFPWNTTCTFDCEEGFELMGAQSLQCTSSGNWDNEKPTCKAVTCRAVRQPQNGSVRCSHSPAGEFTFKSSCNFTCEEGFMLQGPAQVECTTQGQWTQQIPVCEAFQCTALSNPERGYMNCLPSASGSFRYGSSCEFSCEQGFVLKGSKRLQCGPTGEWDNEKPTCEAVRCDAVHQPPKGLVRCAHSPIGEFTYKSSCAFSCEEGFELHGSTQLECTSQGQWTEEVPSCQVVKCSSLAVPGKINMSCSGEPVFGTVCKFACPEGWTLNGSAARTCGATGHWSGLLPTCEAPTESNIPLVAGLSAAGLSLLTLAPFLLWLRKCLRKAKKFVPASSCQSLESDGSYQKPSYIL
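System: HUVEC / Compound: single concentration / Signal: immunofluorescence imaging / Read-out: percent E-selectin-positive cells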
S100A4 MyoIIA = S100A4-myosin IIA interaction inhibition; P26447; S100A4/TAMRA-MyoIIA peptide fluorescence polarization; inhibition, % at 10.7 µM; actives 0.14% (n = 360,000); AID 652163;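 active = mean inhibition of at least 70% across replicates, with every replicate also reaching that level; inconclusive = mean inhibition reaches 70% but some replicates fall short; inactive = mean inhibition below 70%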
Target sequence (P26447 whole entry, looked up): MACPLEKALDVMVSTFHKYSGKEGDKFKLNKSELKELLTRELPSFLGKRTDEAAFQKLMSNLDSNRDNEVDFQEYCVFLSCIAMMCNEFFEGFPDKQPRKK
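Test system: S100A4 monomer protein. Medium: HEPES buffer with Ca2+, pH 7.2. Reagent: fluorescent myosin IIA peptide, 5 nM. Compound dosing: single-point compound testing. Timing: 5 min between mix addition and reading. Benchmarks: DMSO neutral and TFP positive wells.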
ERp5 block = ERp5 (human) disulfide isomerase inhibition; Q15084; ERp5 insulin aggregation, absorbance 650 nm, 90 min; inhibition, % at 9.99 µM; actives 0.05% (n = 350,000); AID 651711;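 active = mean replicate inhibition above about 25%, with every replicate also reaching it, limit read from the data, passing the limit was not always enough; inconclusive = only one of those two criteria met; inactive = neither criterion met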
SIRT5 inh = blocks human SIRT5 desuccinylation of peptide. actives 1.1% (n = 330,000). Q9NXA8. inhibition, % at 15 µM. Purified SirT5, succinyl-peptide AMC, trypsin-coupled fluorescence; in the data active = inhibition above about 15%; inconclusive = no clear call, values can overlap the other calls
Target sequence (Q9NXA8 whole entry, looked up): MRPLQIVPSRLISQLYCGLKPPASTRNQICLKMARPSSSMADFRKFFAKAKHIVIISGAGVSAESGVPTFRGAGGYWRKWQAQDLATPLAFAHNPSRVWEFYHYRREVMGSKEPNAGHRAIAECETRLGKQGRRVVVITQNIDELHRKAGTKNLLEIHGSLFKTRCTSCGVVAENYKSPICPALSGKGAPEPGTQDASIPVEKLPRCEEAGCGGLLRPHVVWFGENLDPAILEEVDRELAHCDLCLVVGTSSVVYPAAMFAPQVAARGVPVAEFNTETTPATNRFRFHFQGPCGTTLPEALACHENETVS
PglD inh = blocks C. jejuni PglD acetyltransferase activity | AID 602405 | actives 0.098% (n = 360,000) | inhibition, % at 12.5 µM | purified PglD enzyme, DTNB colorimetric CoA detection; in the data active = inhibition above about 16%, passing the limit was not always enough; inconclusive = no clear call, values can overlap the other calls; note: strong numbers were not always called active
Numbers without * were called inactive.

`COc1ccc2c3c([nH]c2c1)[C@H](CO)N(C(C)=O)CC31CCN(Cc2cc(-c3ccccc3)on2)CC1` gave DENV2 CPE rescue inconclusive, E-sel inducer -0.1, S100A4 MyoIIA 0, ERp5 block 0 and SIRT5 inh -1.
`CCCCN(C)C(=O)c1nc2ccccn2c1CNC1CCC1` gave Statin myotox sup 8, DENV2 CPE rescue -1, S100A4 MyoIIA -2, ERp5 block 2, SIRT5 inh 8 and PglD inh 9.
Screening COc1ccc(C(=O)Nc2ccccc2NC(=O)c2ccco2)c(OC)c1 returned Statin myotox sup 1, DENV2 CPE rescue -2, E-sel inducer 0.1, S100A4 MyoIIA -1, ERp5 block 0, SIRT5 inh 1 and PglD inh -2.
Screening Cc1c(C(=O)N(Cc2ccc(N(C)C)cc2)C2CCS(=O)(=O)C2)oc2ccccc12 (stereo not drawn) returned Statin myotox sup 1, DENV2 CPE rescue -1, E-sel inducer 6.2, S100A4 MyoIIA 0, ERp5 block 3 and SIRT5 inh 0.
CC(=O)N(C)C[C@H]1Oc2cc(C#CCC3CCCC3)ccc2S(=O)(=O)N([C@@H](C)CO)C[C@H]1C was read as Statin myotox sup -7, DENV2 CPE rescue -5, E-sel inducer -0.1, S100A4 MyoIIA 11, ERp5 block -4, SIRT5 inh -3 and PglD inh 2.
CC1CCN(c2c(NCC3CCC(C(=O)NC4CCCCCC4)CC3)c(=O)c2=O)CC1 (stereo not drawn) was read as E-sel inducer 0.1, S100A4 MyoIIA 4, ERp5 block 2 and SIRT5 inh 0.
`C[C@@H]1CN([C@@H](C)CO)C(=O)c2cc(NC(=O)C3CCCCC3)ccc2O[C@@H](C)CCCCO[C@H]1CN(C)S(=O)(=O)c1ccccc1` gave DENV2 CPE rescue -11, E-sel inducer -0.1, S100A4 MyoIIA 3, ERp5 block 4, SIRT5 inh 1 and PglD inh 0.
For C=C(C)c1cccc(C(C)(C)NC(=O)NCc2ccc(OC)cc2)c1 the results were DENV2 CPE rescue 5, S100A4 MyoIIA 13, ERp5 block -3 and PglD inh 5.
`Cc1ccc(Cc2c(-c3ccc(C#N)cc3)nc3c(C)cc(Br)cn23)cc1` gave Statin myotox sup 10, DENV2 CPE rescue -3, E-sel inducer 0.4, S100A4 MyoIIA -8, ERp5 block 1, SIRT5 inh -3 and PglD inh 2.
For O=C(Cn1cc2c(n1)CCCCC2)N1CCc2ccccc2C1 the results were Statin myotox sup 4, DENV2 CPE rescue 2, E-sel inducer -0.1, S100A4 MyoIIA 5, ERp5 block -4 and PglD inh 1.

3 compounds drawn at random from the list so far:
`C[C@@H]1CN([C@@H](C)CO)C(=O)c2cc(NC(=O)C3CCCCC3)ccc2O[C@@H](C)CCCCO[C@H]1CN(C)S(=O)(=O)c1ccccc1` gave DENV2 CPE rescue -11, E-sel inducer -0.1, S100A4 MyoIIA 3, ERp5 block 4, SIRT5 inh 1 and PglD inh 0.
CC1CCN(c2c(NCC3CCC(C(=O)NC4CCCCCC4)CC3)c(=O)c2=O)CC1 (stereo not drawn) was read as E-sel inducer 0.1, S100A4 MyoIIA 4, ERp5 block 2 and SIRT5 inh 0.
For C=C(C)c1cccc(C(C)(C)NC(=O)NCc2ccc(OC)cc2)c1 the results were DENV2 CPE rescue 5, S100A4 MyoIIA 13, ERp5 block -3 and PglD inh 5.

(further entries)
`O=C(COC(=O)c1cc(F)c(F)cc1Cl)NC1CC1` gave DENV2 CPE rescue -1, S100A4 MyoIIA -1, ERp5 block -1 and SIRT5 inh -5.
COC(=O)[C@@]12C[C@@H](CC(=O)N3CCC(c4ccccc4)CC3)C(=O)N(Cc3ccco3)C1=CCC(C)(C)C2 was read as DENV2 CPE rescue -2, E-sel inducer -1.7, S100A4 MyoIIA -2, ERp5 block 2 and SIRT5 inh -2.
`O=C(NCc1ccccn1)C1CCC(=O)N1C1CCCC1` (stereo not drawn) gave Statin myotox sup -10, DENV2 CPE rescue 3, E-sel inducer -1.0, S100A4 MyoIIA -3, ERp5 block -4, SIRT5 inh -2 and PglD inh 2.
Screening COc1ccccc1CCc1nnc(CCC(=O)NCCOc2cccnc2)o1 returned Statin myotox sup 6, DENV2 CPE rescue 2, S100A4 MyoIIA -5, ERp5 block 4, SIRT5 inh 1 and PglD inh 7.
Screening O=C(C[C@@H]1C[C@H]2c3cc(NC(=O)Nc4ccccc4)ccc3O[C@H]2[C@@H](CO)O1)NCC1CC1 returned Statin myotox sup 7, DENV2 CPE rescue 6, E-sel inducer -0.6, S100A4 MyoIIA 9, ERp5 block -20, SIRT5 inh -2 and PglD inh 3.
Cc1cccc(NC(=O)c2nc[nH]c2C(=O)NCC(=O)OCc2ccccc2)c1 was read as Statin myotox sup -1, DENV2 CPE rescue -4, E-sel inducer -0.1, S100A4 MyoIIA -1, ERp5 block -6 and PglD inh 3.
CCCCN(Cc1ccco1)S(=O)(=O)c1ccc(-c2ccc(=O)[nH]n2)s1 was read as Statin myotox sup 43, DENV2 CPE rescue 5, S100A4 MyoIIA -2, ERp5 block 5, SIRT5 inh -7 and PglD inh -2.
Cc1ccc(NC(=O)COC(=O)c2cccnc2Cl)cc1S(=O)(=O)N1CCCCC1 was read as Statin myotox sup 3, DENV2 CPE rescue 17, E-sel inducer -0.3, S100A4 MyoIIA 0, ERp5 block 4, SIRT5 inh 3 and PglD inh 6.
`COC(=O)C1(C)NC(c2ccc(Cl)cc2)C2C(=O)N(c3ccccc3)C(=O)C21` (stereo not drawn) gave Statin myotox sup 4, DENV2 CPE rescue 4, S100A4 MyoIIA -4, ERp5 block 5, SIRT5 inh -3 and PglD inh -2.
For Nc1nc2c([N+](=O)[O-])cccc2s1 the results were DENV2 CPE rescue 3, S100A4 MyoIIA 1, ERp5 block -5 and SIRT5 inh -1.
`Cc1c(C(=O)Nc2ccc3nc(N4CCOCC4)sc3c2)oc2ccccc12` gave Statin myotox sup 15, DENV2 CPE rescue inconclusive, E-sel inducer 1.1, S100A4 MyoIIA -3, ERp5 block -1, SIRT5 inh 0 and PglD inh -4.
O=C(CN1CCN(Cc2ccccc2)CC1)N/N=C/C=C/c1ccccc1[N+](=O)[O-] was read as DENV2 CPE rescue 2, S100A4 MyoIIA 1 and ERp5 block -6.
CCOC(=O)c1[nH]cnc1C(=O)N1CCN(C(=O)OC(C)(C)C)CC1 was read as Statin myotox sup -2, DENV2 CPE rescue -7, E-sel inducer 0.0, S100A4 MyoIIA -2, ERp5 block -9, SIRT5 inh 2 and PglD inh -2.
O=C(Cc1ccccn1)NCC[C@H]1CC[C@@H](NS(=O)(=O)c2ccccc2)[C@@H](CO)O1 was read as Statin myotox sup 9, DENV2 CPE rescue -8, E-sel inducer -0.2, S100A4 MyoIIA -11, ERp5 block 1, SIRT5 inh 2 and PglD inh -1.
For CC1CCCCC12NC(=O)N(CC(=O)Nc1cccnc1)C2=O (stereo not drawn) the results were Statin myotox sup 9, DENV2 CPE rescue 4, E-sel inducer -0.3, S100A4 MyoIIA -15, ERp5 block -4 and PglD inh -5.
Screening O=C(C[C@H]1CC[C@@H](NC(=O)c2cccc(F)c2)[C@@H](CO)O1)NCCN1CCCC1 returned Statin myotox sup 1, DENV2 CPE rescue 4, E-sel inducer 0.0, S100A4 MyoIIA 14, ERp5 block -3, SIRT5 inh -1 and PglD inh 3.
CCOC(=O)Cc1csc(NC(=O)c2c(C)noc2C)n1 was read as DENV2 CPE rescue -5, E-sel inducer 0.5, S100A4 MyoIIA -2, ERp5 block 4, SIRT5 inh 1 and PglD inh -1.
Screening COc1ccccc1NC(=O)CSc1nnc(CNC(=O)c2ccccc2F)o1 returned Statin myotox sup 7, DENV2 CPE rescue 2, S100A4 MyoIIA -1, ERp5 block 1, SIRT5 inh -3 and PglD inh 3.
Screening O=C(c1cc([N+](=O)[O-])ccc1Cl)N1CCN(c2ccc([N+](=O)[O-])cc2)CC1 returned S100A4 MyoIIA -1, ERp5 block 1 and SIRT5 inh 1.
For Cc1cccc(NC(=O)CSc2nnc(C)c(=O)n2N)c1C the results were Statin myotox sup 0, DENV2 CPE rescue 0, E-sel inducer 0.0, S100A4 MyoIIA -8, ERp5 block 0, SIRT5 inh 0 and PglD inh -10.
NC(=O)c1ccc2c(=O)n3c(-c4cccs4)csc3nc2c1 was read as Statin myotox sup 4, DENV2 CPE rescue -2, E-sel inducer 1.0, S100A4 MyoIIA 23, ERp5 block -6 and PglD inh 1.
`O=C(C[C@@H]1CC[C@@H]2[C@H](COC[C@H](O)CN2C(=O)Nc2ccc(F)cc2)O1)NCCCN1CCOCC1` gave Statin myotox sup -22, DENV2 CPE rescue -1, E-sel inducer -0.1, S100A4 MyoIIA 3, ERp5 block 3, SIRT5 inh 1 and PglD inh -2.
Cc1ncc([N+](=O)[O-])n1CC(=O)Nc1cc(Cl)ccc1Cl was read as Statin myotox sup -4, DENV2 CPE rescue 0, E-sel inducer -0.2, S100A4 MyoIIA 14, ERp5 block 4, SIRT5 inh 1 and PglD inh 0.
Screening COc1ccccc1C(=O)NC(C)c1ccc(-n2ccnc2)cc1 (stereo not drawn) returned DENV2 CPE rescue 1, E-sel inducer 0.3, S100A4 MyoIIA -2, ERp5 block 2, SIRT5 inh 1 and PglD inh 0.
Screening C[C@@H]1CN([C@@H](C)CO)C(=O)c2cccc(NC(=O)Nc3cccc4ccccc34)c2O[C@H]1CN(C)S(=O)(=O)c1cccs1 returned Statin myotox sup -79, DENV2 CPE rescue 11, S100A4 MyoIIA -1, ERp5 block 1, SIRT5 inh -3 and PglD inh -6.
`Cc1ccc(-c2ccccc2[C@@H]2[C@@H](C#N)N(C(=O)Cc3cccnc3)[C@H]2CO)cc1` gave DENV2 CPE rescue -9, E-sel inducer 0.0, S100A4 MyoIIA -6, ERp5 block -1 and SIRT5 inh -6.
Screening NC(c1ccccc1)c1csc(Nc2ccc(C(=O)NCCO)cc2)n1 (stereo not drawn) returned Statin myotox sup -8, DENV2 CPE rescue -12, E-sel inducer 0.1, S100A4 MyoIIA 9, ERp5 block 0, SIRT5 inh 2 and PglD inh 3.
`CCS(=O)(=O)N1CCCCN2[C@@H](CO)[C@@H](c3ccc(-c4ccccc4F)cc3)[C@@H]2C1` gave Statin myotox sup 0, DENV2 CPE rescue 16, E-sel inducer -0.5, S100A4 MyoIIA -7, ERp5 block 0, SIRT5 inh 6 and PglD inh -8.
CCOc1ccc(NC(=S)NC(=O)C2CCCC2)cc1 was read as Statin myotox sup -19, DENV2 CPE rescue -5, E-sel inducer 2.2, S100A4 MyoIIA 2, ERp5 block -2, SIRT5 inh 5 and PglD inh 2.
For Cc1nn(-c2ccccc2)c(C)c1/C=N/N1CCN(c2ccccn2)CC1 the results were DENV2 CPE rescue 5, S100A4 MyoIIA -6 and ERp5 block 2.
`C[C@@H]1CN([C@@H](C)CO)C(=O)c2cccc(NC(=O)C3CC3)c2O[C@H]1CN(C)C` gave Statin myotox sup -8, DENV2 CPE rescue -5, E-sel inducer -3.2, S100A4 MyoIIA 3, ERp5 block 2, SIRT5 inh 12 and PglD inh -2.
For CN(C)C(=O)c1ccc(-c2ccccc2[C@@H]2[C@H](C#N)N(C(=O)C3CCCCC3)[C@H]2CO)cc1 the results were DENV2 CPE rescue 7, E-sel inducer 0.0, S100A4 MyoIIA 0, ERp5 block 9 and SIRT5 inh 1.
`CC(=O)N(C)C[C@H]1OCc2ccccc2-c2ccccc2C(=O)N([C@@H](C)CO)C[C@@H]1C` gave Statin myotox sup -6, DENV2 CPE rescue -4, E-sel inducer 6.6, S100A4 MyoIIA -7, ERp5 block -2, SIRT5 inh -4 and PglD inh -1.
`COc1cccc(N/C(SCc2ccccc2Cl)=C(/C#N)C(=O)NCc2cccs2)c1` gave DENV2 CPE rescue -10, S100A4 MyoIIA 6, ERp5 block -2 and SIRT5 inh 3.

Assay outcomes from PubChem.

The list is partial; the hit share may differ from the screen's.
